High-throughput results: PubChem BioAssay, several laboratories
AHR act: activates the human aryl hydrocarbon receptor; P35869; AHR-responsive luciferase reporter cells, luminescence; activation, % at 5 µM; hit rate 2.5% among 320,000; AID 2796; in the data active = activation above about 47%;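 note: 0% = vehicle wells and 100% = reference agonist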
Target sequence (P35869 whole entry, looked up): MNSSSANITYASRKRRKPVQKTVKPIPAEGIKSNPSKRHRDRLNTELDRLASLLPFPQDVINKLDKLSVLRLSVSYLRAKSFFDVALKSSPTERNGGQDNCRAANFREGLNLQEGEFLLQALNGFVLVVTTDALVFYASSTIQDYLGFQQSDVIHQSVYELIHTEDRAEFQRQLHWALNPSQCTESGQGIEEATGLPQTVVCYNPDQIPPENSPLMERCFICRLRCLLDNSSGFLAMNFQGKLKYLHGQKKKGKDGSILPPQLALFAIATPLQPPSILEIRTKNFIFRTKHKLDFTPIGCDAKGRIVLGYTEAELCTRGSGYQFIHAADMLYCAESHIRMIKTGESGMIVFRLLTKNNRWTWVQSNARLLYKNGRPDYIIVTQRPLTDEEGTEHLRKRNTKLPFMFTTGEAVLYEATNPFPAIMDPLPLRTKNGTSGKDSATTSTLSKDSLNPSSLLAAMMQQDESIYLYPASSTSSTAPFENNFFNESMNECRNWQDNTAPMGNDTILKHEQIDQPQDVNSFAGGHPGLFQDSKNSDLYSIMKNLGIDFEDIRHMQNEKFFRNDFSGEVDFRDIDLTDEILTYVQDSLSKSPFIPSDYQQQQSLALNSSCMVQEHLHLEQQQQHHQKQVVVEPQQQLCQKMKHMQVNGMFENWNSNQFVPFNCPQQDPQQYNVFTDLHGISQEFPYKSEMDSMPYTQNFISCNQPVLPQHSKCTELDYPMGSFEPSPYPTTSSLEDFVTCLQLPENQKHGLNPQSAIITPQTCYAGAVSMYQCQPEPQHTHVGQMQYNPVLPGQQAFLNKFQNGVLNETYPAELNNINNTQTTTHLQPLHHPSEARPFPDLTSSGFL
Efflux pump inh: inhibitors of Candida antifungal efflux pumps expressed in yeast. hit rate 0.44% among 330,000. inhibition, % at 10 µM. S. cerevisiae Candida pump triplex, Nile Red efflux;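 active = plate passing quality check with inhibition over a set limit, or well fluorescence over plate mean plus 4 SD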;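 note: Nile Red retained in pooled yeast measured as flow cytometry median fluorescence; 0% = buffer negative control and 100% = Enniatin B positive control; higher means more Nile Red kept so more efflux inhibition; some compounds called inactive have numbers as strong as hits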
LAP4-GFP MLPCN: yeast TOR pathway LAP4-GFP modulation; hit rate 0.34% among 320,000; GFP response vs DMSO, % at 10 µM; S. cerevisiae LAP4-GFP multiplex, flow cytometry GFP, 3 h; median GFP as percent of DMSO wells; AID 2023;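 active = GFP response vs DMSO above a set limit, about the screen mean plus 3 SD, cut at about 150% in these data; inconclusive = under 70 cell events counted for the yeast strain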
AGP1-GFP MLPCN: alters AGP1-GFP fluorescence in TOR pathway yeast screen; hit rate 0.02% among 320,000; GFP response vs DMSO, % at 10 µM; S. cerevisiae AGP1-GFP multiplex flow cytometry, 3 h; GFP as percent of DMSO wells;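 active = GFP response relative to DMSO above a set limit, near screen average plus 3 SD, cut at about 150% in these data; inconclusive = fewer than 70 cells counted for the yeast strain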;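 note: median GFP channel fluorescence of the gated AGP1 strain per well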
CIT2-GFP yeast: alters CIT2-GFP fluorescence in TOR pathway yeast screen; S. cerevisiae CIT2-GFP strain, flow cytometry, 3 h; 100 means same as DMSO wells; GFP response vs DMSO, % at 10 µM; hit rate 0.065% among 320,000; AID 2029;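 active = GFP response relative to DMSO above a set limit, near the screen mean plus 3 SD, cut at about 150% in these data; inconclusive = Fewer than 70 cells measured for a yeast strain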;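 note: ratio of well median GFP fluorescence to mean of DMSO wells on the plate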
MEP2-GFP yeast: alters MEP2-GFP fluorescence in TOR pathway yeast screen; hit rate 0.51% among 330,000; AID 2016; GFP response vs DMSO, % at 10 µM; S. cerevisiae MEP2-GFP strain, flow cytometry GFP, 3 h; 100% = DMSO control level;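 active = GFP response versus DMSO above a set limit, roughly screen mean plus 3 SD, cut at about 180% in these data; inconclusive = fewer than 70 cells counted for a yeast strain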;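 note: median GFP fluorescence of the barcode-gated MEP2-GFP cells per well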
RPL19A TOR yeast: alters RPL19A-GFP fluorescence in TOR pathway yeast screen; S. cerevisiae RPL19A-GFP strain, flow cytometry, 3 h; active compounds read low; percent response vs DMSO, % at 10 µM; hit rate 0.3% among 330,000; AID 2025;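 active = percent response vs DMSO below 50%; inconclusive = fewer than 70 events counted for the yeast strain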;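 note: median channel GFP fluorescence of the barcoded RPL19A-GFP strain; ratio of sample median GFP to plate DMSO average so 100% = DMSO; lower means less RPL19A-GFP as with rapamycin TOR inhibition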
CR mimetic SO: yeast age-related superoxide inhibition as caloric restriction mimetic; superoxide response (% of plate mean), % at 10 µM; S. cerevisiae aged cells, superoxide DHE fluorescence; active compounds read low; hit rate 0.18% among 330,000;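 active = superoxide response under a set limit, about three screen SD below normal, cut at about 65% in these data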;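 note: yeast aged for seven days with compound at 30 °C before DHE staining; 100% = average MFI of all compound-treated wells on the plate with controls excluded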
Numbers without * were called inactive; ? = inconclusive; · = no result given; [ ] = another dose, or the depositor's remark.

SMILES	AHR act	Efflux pump inh	LAP4-GFP MLPCN	AGP1-GFP MLPCN	CIT2-GFP yeast	MEP2-GFP yeast	RPL19A TOR yeast	CR mimetic SO
COC(=O)C(NC(=O)c1ccccc1)c1ccccc1 (configuration not stated)	-2	-0.1	102	107	105	104	97	96
O=C1CCC(C(=O)NCCN2C(=O)S/C(=C\c3cccnc3)C2=O)=NN1	3	0.1	103	112	99	108	106	104
CCOc1ccc(Nc2ccc3nonc3c2[N+](=O)[O-])cc1	0	0.0	91	81	87	96	96	83
CCc1cc2c(=O)c(-c3ccon3)c(N)oc2cc1OC	60*	-0.1	109	97	96	105	95	105
O=c1c(Cc2ccc(F)cc2)c(O)ccn1CCc1ccccn1	0	-0.1	96	110	108	106	101	77
Clc1cc2cccnc2c2ncccc12	0	0.1	168*	93	83	109	95	103
Nc1ccccc1C(=O)NNC(=O)C(=O)/C=C(\O)c1ccccc1	15	-0.1	100	99	107	95	96	124
CCO[C@H]1OC(C(=O)N2CCN(Cc3ccccc3)CC2)=C[C@@H](C2CCCCC2)[C@@H]1CCCO	3	0.1	94	101	98	102	99	98
COC(=O)[C@]1(Cc2ccccc2)N[C@H](CN(C)S(=O)(=O)c2ccc(C(C)(C)C)cc2)[C@@H]2C(=O)N(C)C(=O)[C@@H]21	0	0.4	91	97	96	92	95	104
CN(C(=O)c1ccccc1[N+](=O)[O-])c1ccccc1C(=O)NCc1ccccc1	3	0.0	75	89	·	93	100	100
C=CCN(C(=O)c1csnn1)C(C(=O)NC1CCCCC1)c1ccccc1F (configuration not stated)	-2	0.2	98	105	106	102	107	93
O=C(COc1ccc2c(-c3ccccc3)cc(=O)oc2c1)NC(Cc1c[nH]c2ccccc12)C(=O)O (configuration not stated)	16	0.1	99	100	113	113	104	99
Cc1cccc(N2CCN(C(=O)c3cccc(NC4=NC5CS(=O)(=O)CC5S4)c3)CC2)c1C (configuration not stated)	-1	-0.1	101	105	104	97	106	85
Cc1cc(Cl)ccc1OCC(=O)NCCOC(=O)Nc1sc(=S)n(C)c1C	3	0.0	102	101	97	108	105	110
COc1ccc(-n2c(Cc3cccn3C)nnc2SCC(=O)NCC2CCCO2)cc1 (configuration not stated)	-1	0.4	109	104	99	109	102	103
CCOC(=O)c1sc(-c2ccc(Cl)cc2)nc1O	-4	-0.1	103	106	103	102	102	93
CCN(CC)c1ccc(-n2c(C)cc(C=O)c2C)cc1	13	0.0	104	100	97	102	94	89
CCc1ccccc1NC(=O)[C@@H]1CCC(=O)N1C1OC(=O)c2c1ccc(OC)c2OC (some centres not stated)	-1	0.0	102	104	106	109	98	84
O=P(O)(CCCP(=O)(O)CCc1ccccc1)CCc1ccccc1	0	0.0	88	90	91	90	86	97
COc1ccc(/C=C2\Oc3cc(OCC(=O)N4CC(O)C[C@H]4C(=O)O)ccc3C2=O)c(OC)c1OC (some centres not stated)	-1	-0.3	95	96	99	98	94	90
COc1ccc(/C=N/NC(=O)CCCC(=O)NC2CCCCC2)cc1	1	0.0	91	104	103	100	99	111
CC(C)OC(=O)CSc1nnc(-c2cnccn2)n1-c1ccccc1	2	0.1	88	86	86	96	90	96
COc1nc(NCc2ccco2)nc(NC2CCCCC2)n1	5	0.0	110	100	92	109	97	121
CC(=NNC(=O)c1cccc(S(=O)(=O)N2CCOCC2)c1)c1ccc(Cl)cc1	2	0.0	91	97	101	100	99	109
Cc1ccc(NS(=O)(=O)c2cccc(C(=O)N3CCCCCCC3)c2)cc1	1	0.1	100	102	93	98	95	94
Cc1ccccc1N=C(NO)c1cccnc1	7	0.0	86	93	100	105	102	91
CCOC(=O)c1c(NC(=O)c2cccnc2)sc(C(C)=O)c1C	5	-0.3	100	94	99	104	103	92
CCCC1=Nc2cc(C(=O)N3CCN(c4ccccn4)CC3)ccc2Sc2ccc(C)cc21	6	0.1	99	100	98	100	97	153
O=C(Nc1cccc(C(F)(F)F)c1)c1cnccn1	4	0.3	98	97	106	98	93	105
O=S(=O)(c1ccc(NC(=S)NN=C(Cc2ccccc2)Cc2ccccc2)cc1)N1CCOCC1	2	-0.2	103	94	95	100	93	100
O=S(=O)(c1ccc(Cl)c(F)c1)N1CCC(c2nc(-c3ccncc3)no2)CC1	2	0.0	99	102	97	105	98	109
CC(Sc1nnc2ccccn12)C(=O)Nc1ccc2c(c1)OCO2 (configuration not stated)	8	-0.1	96	93	95	96	91	96
CSc1cccc(NC(=S)Nc2cc(C)ccc2C)c1	9	0.1	·	·	·	94	104	105
CS(=O)(=O)c1ccc2nc(NC(=O)CC3CCCC3)sc2c1	3	-0.1	95	103	105	99	95	95
CCC1CCCCN1CCCNC(=O)c1ccc(/C=C2/Sc3ccccc3NC2=O)cc1 (configuration not stated)	6	0.2	104	106	111	109	104	132
COc1ccc(Cl)cc1NC(=O)C/C(C)=N/NC(=O)Cc1ccccc1	20	0.6	100	94	93	98	96	94
COc1cc2c3c(c1OC)C1(C=CC(=O)C=C1)CC3N(C(C)=O)CC2 (configuration not stated)	-3	0.0	89	95	100	92	100	106
CCC(c1nnc(SCC(=O)NCCc2ccc(OC)c(OC)c2)n1Cc1ccccc1)N(C)C (configuration not stated)	0	0.0	97	84	97	70	95	100
S=C(NCc1ccccc1)NC1CCCCC1	1	-0.1	115	95	100	92	96	104
O=C(Nc1c(Cl)cccc1Cl)c1cc(-c2ccco2)on1	-3	-0.1	107	97	91	106	97	98
COc1ccc(NC(=O)Cn2nnc(C(=O)NCc3ccc(C)cc3)c2N)cc1OC	6	-0.6	99	107	106	114	109	84
Cc1ccccc1Nc1nnc(SCC2CCCCO2)s1 (configuration not stated)	-4	0.0	103	97	98	110	104	102
CC(=O)N1CCOc2ccc(S(=O)(=O)N3C(C)CCCC3C)cc21 (configuration not stated)	0	-0.1	112	100	104	106	98	99
O=C(NCCc1cccc(Cl)c1)c1cc([N+](=O)[O-])ccc1Cl	-3	0.2	103	98	101	102	103	104
O=C(COC(=O)c1cc(=O)[nH]c2ccccc12)c1cccs1	3	0.0	93	96	98	100	96	102
N#C/C(=C\C=C\c1ccccc1)C(=O)Nc1ccccc1	-8	0.0	90	102	101	99	105	107
Cc1nc2ccccc2c2oc(C(=O)NCC3CCCO3)cc12 (configuration not stated)	19	0.1	97	101	89	99	98	79
Cc1ccc(S(=O)(=O)NCc2ccc(C(=O)N3CCN(c4ccccc4)CC3)cc2)cc1	2	-0.1	92	95	101	94	93	98
O=C(CNC1=NCCC1)c1ccc(Cl)cc1	12	0.1	96	102	101	100	107	121
Cc1ccc(C2(c3ccc(C)cc3)CC2C(=O)NC(C)C)cc1 (configuration not stated)	·	-0.1	94	96	96	104	105	95

Overlap with the part before: three entries; new compounds follow.
SMILES	AHR act	Efflux pump inh	LAP4-GFP MLPCN	AGP1-GFP MLPCN	CIT2-GFP yeast	MEP2-GFP yeast	RPL19A TOR yeast	CR mimetic SO
Cc1ccc(S(=O)(=O)NCc2ccc(C(=O)N3CCN(c4ccccc4)CC3)cc2)cc1	2	-0.1	92	95	101	94	93	98
O=C(CNC1=NCCC1)c1ccc(Cl)cc1	12	0.1	96	102	101	100	107	121
Cc1ccc(C2(c3ccc(C)cc3)CC2C(=O)NC(C)C)cc1 (configuration not stated)	·	-0.1	94	96	96	104	105	95
Cc1ccc(/C=C2\CCOC2=O)cc1	1	0.0	·	95	89	92	88	89
O=C1c2ccccc2C(Nc2ccccc2F)N1c1cccnc1 (configuration not stated)	5	0.3	99	94	99	105	98	99
Cc1cccc(NC(=O)/C(C#N)=C/c2cn(CC(=O)NCc3ccco3)c3ccccc23)c1C	-1	11*	99	95	96	114	95	101
CC(=O)N1CCN(c2cc(N3CCCC3)c(F)cc2[N+](=O)[O-])CC1	2	0.1	107	99	90	102	95	115
CCOc1ccccc1N1CCN(C(=O)NCc2ccc(C)cc2)CC1	0	-0.1	98	98	95	111	111	81
COc1ccc(CCNC(=O)C2CCN(S(=O)(=O)c3ccc(OC)c(OC)c3)CC2)cc1	0	0.0	84	92	110	101	100	108
CCc1nc(Nc2ccccc2)c2oc3ccccc3c2n1	22	-0.1	87	100	133	112	109	102
O=C(COc1ccc2c(c1)oc(=O)c1ccccc12)N[C@@H](Cc1ccccc1)C(=O)O	2	-0.1	96	99	96	105	95	88
CCOc1ccccc1OCC(=O)Nc1nc2ccccc2[nH]1	2	0.2	93	98	86	103	99	110
C=CCOC(=O)c1sc(NC(=O)c2ccc(OC)cc2)nc1C	-10	-0.1	114	101	100	118	100	98
COc1ccc(Nc2nc(N)c([N+](=O)[O-])c(NCCO)n2)cc1	21	0.0	·	·	·	107	105	102
Cc1c(S(=O)(=O)N(C)C2CCCCC2)c(=O)n(C)c(=O)n1C	-1	0.1	102	101	100	106	98	100
Cc1ccccc1NC(=O)Cn1cnc2c(oc3nc4c(cc32)COC(C)(C)C4)c1=O	5	-0.1	89	96	101	93	100	109
OCCn1c(CSc2nnc(-c3ccco3)n2-c2ccccc2)nc2ccc(Cl)cc21	5	-0.1	92	105	100	101	102	110
N#CCc1nn(-c2ccc(F)cc2)c(N)c1C#N	6	-0.1	98	104	102	98	98	98
C=CCC(C#Cc1ccc(C)cc1)N(CC)CC (configuration not stated)	3	-0.4	110	116	100	109	·	105
Fc1ccc(-c2nc3c(-c4ccccc4)cnn3cc2CCN2CCOCC2)cc1	28	0.3	104	102	96	98	100	104
Cc1ccc(CCNS(=O)(=O)c2cc(Br)cnc2N)cc1	-1	-0.1	111	114	102	105	108	105
Cc1cc(NC(=O)c2ccccc2F)cc(C)c1OCC(=O)N1CCOCC1	0	1.3	105	101	108	101	99	95
COc1ccccc1N(CC(=O)N1CCCCCC1)S(C)(=O)=O	-1	0.2	100	94	91	96	94	111
O=C(Nc1ccccc1)Nc1ccccc1C(=O)NCc1ccco1	21	0.0	104	101	108	102	98	83
COc1ccc(CCC(=O)N2CCCc3ccccc32)cc1	0	0.1	73[may fluoresce violet]	?	?	649*[may fluoresce violet]	50[may fluoresce violet]	99
Cc1cc(C)nc(SCc2nnc(SCc3ccc([N+](=O)[O-])cc3)n2Cc2ccco2)n1	2	0.0	97	103	99	101	99	98
O=C(O)C1C2CCC(O2)C1C(=O)NCc1ccc(Cl)cc1 (configuration not stated)	0	-0.1	99	98	103	105	99	66
Cc1ccc(NS(=O)(=O)Cc2ccccc2)nc1	8	-0.3	111	114	110	103	101	88
CC(=O)Nc1cc2c(=O)n(Cc3ccccc3)c(C)nc2cc1N1CCOCC1	23	-0.1	82	·	90	82	91	103
CCCOc1c(Br)cc(C2C3=C(CCCC3=O)N(C)C3=C2C(=O)CCC3)cc1OC	4	0.0	97	100	102	104	97	116
CC(C)CCN1CCN(Cc2cc3ccccc3[nH]2)CC1CCO (configuration not stated)	25	-0.1	92	102	103	100	99	96
COCCCNCCCCOc1cccc(Br)c1	1	0.2	98	107	104	102	102	89
COc1ccc(-c2cc(C(F)(F)F)nc(SCC(=O)NCCCN3CCOCC3)n2)cc1	-2	0.1	92	102	104	103	108	83
Nc1c(Cl)cc(-c2cn(CCC(=O)O)c(-c3ccc(Cl)nc3)n2)cc1Cl	2	-0.1	102	107	99	108	101	91
